Screening data (PubChem BioAssay)
KLK7 zymogen act – proKLK7 zymogen activators, primary screen, biochemical, fluorescence intensity | AID 652039, 2013 | Kallikrein-7 (Homo sapiens), P49862 | 370,000 compounds, 0.9% hits | activation, % at 7 µM | purified proKLK7, EDANS-DABCYL substrate fluorescence; 100% is mature enzyme control, 0% vehicle;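 active = activation above the mean of all tested compounds plus 3 SD, computed per campaign excluding outliers beyond control limits, cut at about 13% in these data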
Target sequence (P49862 whole entry, looked up): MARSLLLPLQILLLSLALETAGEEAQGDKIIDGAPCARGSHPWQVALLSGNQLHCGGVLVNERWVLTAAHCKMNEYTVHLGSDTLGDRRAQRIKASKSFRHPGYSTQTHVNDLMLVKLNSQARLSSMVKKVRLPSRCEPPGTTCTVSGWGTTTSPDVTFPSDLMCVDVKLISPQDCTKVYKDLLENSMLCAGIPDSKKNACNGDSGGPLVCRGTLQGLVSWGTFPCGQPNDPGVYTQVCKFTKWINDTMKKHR
FXN GAA850 act – FXN promoter activators, primary screen, cell-based, luciferase luminescence, HEK293 lucGAA850. HEK293 lucGAA850 FXN promoter luciferase reporter, 24 h; percent of 10 µM SAHA response. activation, % at 6 µM. 360,000 compounds, 0.56% hits. AID 540364, 2011;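 active = activation above the average of all compounds screened plus 3 SD, cutoff fixed separately per campaign, cut at about 7.5% in these data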;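 note: 0% = DMSO wells and 100% = 10 µM SAHA wells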
Tn6 DDE FP – inhibitors of Tn6 peptide binding to fibrin DD(E), primary screen, biochemical, fluorescence polarization, human fibrin, Tn6 probe. Fibrinogen beta chain (Homo sapiens), P02675. Fibrin DD(E) TRITC-Tn6 fluorescence polarization displacement. inhibition, % at 8.3 µM. 370,000 compounds, 0.21% hits;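 active = inhibition above a per-campaign cutoff: mean of compounds within control limits plus 3 SD, cut at about 15% in these data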;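 note: 0% = median of all compound wells on the plate and 100% = blocking peptide control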
Target sequence (P02675 whole entry, looked up): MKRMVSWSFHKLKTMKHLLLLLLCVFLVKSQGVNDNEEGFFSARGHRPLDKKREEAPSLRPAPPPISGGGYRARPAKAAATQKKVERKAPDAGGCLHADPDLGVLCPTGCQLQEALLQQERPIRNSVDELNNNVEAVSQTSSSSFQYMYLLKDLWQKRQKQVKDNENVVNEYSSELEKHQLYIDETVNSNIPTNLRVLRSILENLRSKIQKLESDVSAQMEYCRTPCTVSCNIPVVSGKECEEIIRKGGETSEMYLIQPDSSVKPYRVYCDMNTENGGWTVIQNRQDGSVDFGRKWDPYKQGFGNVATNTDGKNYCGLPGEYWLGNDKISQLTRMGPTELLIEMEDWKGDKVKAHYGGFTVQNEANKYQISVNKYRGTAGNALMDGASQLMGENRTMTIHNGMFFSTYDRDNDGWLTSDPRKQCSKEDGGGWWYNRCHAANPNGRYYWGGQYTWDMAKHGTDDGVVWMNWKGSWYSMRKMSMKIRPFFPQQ
ADAM10 inh – human ADAM10 inhibitors, primary screen, biochemical, QFRET, HTS. 370,000 compounds, 0.62% hits. inhibition, % at 7 µM. Disintegrin and metalloproteinase domain-containing protein 10 (Homo sapiens), O14672. recombinant ADAM10, EDANS/DABCYL FRET peptide cleavage, 3 h;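 active = inhibition above a per-campaign cutoff equal to the mean of compounds falling between control-based bounds plus 3 SD, cut at about 20% in these data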;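 note: 0% = DMSO wells while the 100% control is not disclosed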
NPR1 activator – GC-A stimulated cGMP production enhancers – HEK293 GC-A cells, cGMP TR-FRET, EC30 ANP, primary screen; 0% at EC30 ANP, 100% saturating ANP; Atrial natriuretic peptide receptor 1 (Homo sapiens), P16066; AID 1671463, 2021; 370,000 compounds, 0.14% hits; activation, % at 10 µM; in the data active = activation above about 40%
rCAG binder – binders of r(CAG) RNA repeats, primary screen, biochemical, fluorescence. r(CAG) RNA repeat, TO-PRO-1 dye displacement fluorescence. inhibition, % at 3 µM. 370,000 compounds, 1.3% hits;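 active = inhibition above the plate cutoff, the mean of all test compounds on that plate plus 3 SD, cut at about 35% in these data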;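 note: 0% = DMSO alone and 100% = 100 µM mitoxantrone as full dye displacement; higher means more dye released from RNA so lower well fluorescence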
HGIII-sPLA2 inh – human group III sPLA2 inhibitors, primary screen, biochemical, QFRET, BODIPY PC-A2 liposome substrate; AID 743126, 2013; inhibition, % at 12.2 µM; Group 3 secretory phospholipase A2 (Homo sapiens), Q9NZ20; QFRET BODIPY PC-A2 liposome hydrolysis, fluorescence; 370,000 compounds, 0.56% hits;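 active = inhibition above mean plus 3 SD of compounds lying within the high and low control bounds, cut at about 19% in these data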;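 note: 0% = median of test compound wells and 100% = no enzyme DMSO wells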
ARFGAP1 inh – inhibitors of rat ARFGAP1 GAP activity, primary screen, biochemical, fluorescence polarization, GDP tracer; ADP-ribosylation factor GTPase-activating protein 1 (Rattus norvegicus), Q62848; Arfgap1-stimulated ARF1 GTP hydrolysis, GDP FP detection; inhibition, % at 16.5 µM; 360,000 compounds, 0.26% hits; AID 651572, 2012;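 active = inhibition above a per-plate limit, mean inhibition of low control wells plus 3 SD, cut at about 25% in these data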;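 note: 0% = DMSO wells with enzyme and 100% = wells lacking Arfgap1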
Target sequence (Q62848 1-136 limits assumed): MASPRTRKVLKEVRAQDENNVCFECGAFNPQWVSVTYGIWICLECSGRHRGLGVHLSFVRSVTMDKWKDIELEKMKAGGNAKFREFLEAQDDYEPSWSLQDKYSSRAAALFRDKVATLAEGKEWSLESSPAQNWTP
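Material – truncated rat Arfgap1 GAP domain · Buffer or medium – HEPES-based buffer, pH 7.5 · Reagent – human ARF1(Δ1-17)-GTP substrate · Dosing – 16.5 µM single point, 1.26% DMSO · Schedule – GTP hydrolysis reaction 2 h at 25 °C · Technique – GDP detection by fluorescence polarization · Benchmarks – No-Arfgap1 wells (100%) versus DMSO full-reaction wells (0%) · Repeats – single replicate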
ASAP1 inh – inhibitors of human ASAP1 ArfGAP activity, primary screen, biochemical, fluorescence polarization; 360,000 compounds, 0.19% hits; ASAP1-stimulated ARF1 GTP hydrolysis, GDP FP detection; Arf-GAP with SH3 domain, ANK repeat and PH domain-containing protein 1 (Homo sapiens), …; inhibition, % at 16.5 µM; in the data active = inhibition above about 25%;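 note: 0% = vehicle with enzyme and substrate and 100% = no enzyme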
GC-B act – human GC-B receptor activators, primary screen, HEK293 GC-B cells, cGMP TR-FRET, EC30 CNP. 0% at EC30 CNP, 100% saturating CNP. 370,000 compounds, 0.11% hits. activation, % at 10 µM. Atrial natriuretic peptide receptor 2 (Homo sapiens), P20594. AID 1920062, 2024;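 active = activation at 10 µM reaching about 35% in either raw or pattern-adjusted values, limit read from the data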
An asterisk follows results filed as active; . = not tested or not shown.

Values run as follows: KLK7 zymogen act, FXN GAA850 act, Tn6 DDE FP, ADAM10 inh, NPR1 activator, rCAG binder, HGIII-sPLA2 inh, ARFGAP1 inh, ASAP1 inh, GC-B act
1. N/C(=N\OC(=O)c1ccco1)c1cccnc1
    0.9, 3.0, 0, -10, 2, 0, 1, 15, 2, -3
2. COc1ccc(-n2cnc3c(sc4nc(N5CCOCC5)c5c(c43)CCCC5)c2=O)cc1
    -0.1, 1.9, 5, 1, 9, -1, 7, -14, 4, 5
3. CCC1CCCCN1CCCNC(=O)c1c(O)nc2ccccn2c1=O (configuration not stated)
    2.9, 1.7, 7, -72, 4, 2, 5, -7, -2, 2
4. CC1CCCC(C)N1C(=O)COC(=O)c1cc(Br)ccc1Cl (configuration not stated)
    0.4, 0.1, -4, -5, 2, 1, 6, -1, 6, -5
5. CCOC(=O)c1c(NC(=O)C2=COCCO2)sc2c1CCN(C(=O)OC)C2
    0.1, 2.1, 0, -2, 4, -1, -3, 10, 8, 1
6. CC(CCNC(=O)c1ccccc1)(CCNC(=O)c1ccccc1)[N+](=O)[O-]
    0.5, -1.4, -4, -10, -1, -1, 2, 0, -5, -1
7. Cc1cc(C)nc(NC(=O)CSc2nccc(C)n2)n1
    -0.5, -0.9, 0, -1, 4, 0, 12, 3, -8, 1
8. COc1ccc(NC(=O)CSc2nnc(Cn3c(=O)sc4ccccc43)n2C)cc1
    0.5, 1.7, -4, -1, -1, 3, 5, 15, 2, -1
9. C[C@@H]1ON(C)[C@H]2C[C@H]3c4[nH]c5c(-c6ccc(C(F)(F)F)cc6)cccc5c4CCN3C(=O)[C@@H]12
    0.0, ., 3, -41, -3, 7, -4, 13, 7, -1
10. O=C(c1cc2ccccc2o1)N1CCN(S(=O)(=O)c2cccs2)CC1
    0.3, -0.2, 3, 9, -2, -2, -7, 0, -4, 2
11. CS(=O)(=O)Nc1ccc(Br)cc1
    -0.1, ., 4, 4, 0, 4, -1, -8, 16, 5
12. CCNC(=O)Cn1cc(C#N)c2ccccc21
    -0.3, -2.5, -5, 6, -5, 0, 6, 8, -2, -1
13. COC(=O)[C@]12C[C@H](CC(=O)NCC3CCCCC3)C(=O)N(Cc3ccc(Cl)cc3Cl)C1=C[C@H](C1CCCC1)O[C@@H]2C
    0.1, ., -1, 6, -14, 11, -3, ., ., -8
14. COc1cccc(C(=O)C[n+]2cccc3cc(OC)ccc32)c1
    0.7, -0.9, -4, -5, 4, 2, 0, 6, 8, -1
15. O=[N+]([O-])c1ccc(-c2nc(C(Cl)Cl)c3ccccc3n2)cc1
    0.6, -1.4, 4, 4, 7, 0, -6, -5, 0, -10
16. CCOc1ccc(CCN2C(=S)N([C@@H](CC(C)C)CN3CCCC3CN3C(=S)NC[C@@H]3CC(C)C)C[C@@H]2CC(C)C)cc1 (some centres not stated)
    -0.3, 0.2, 0, 2, 2, 3, -2, -10, 8, 2
17. O=C(Cc1cccs1)N1CCN(S(=O)(=O)c2ccccc2)CC1
    0.4, 0.7, 3, 5, -3, 2, -4, -4, 4, 4
18. COc1cc(NC(=O)C2CC(c3c(F)cccc3Cl)=NO2)c(OC)cc1Cl (configuration not stated)
    -0.6, 0.5, 0, -3, 0, -1, 2, 12, -1, -1
19. Cc1ccc(NC(=O)c2ncn(CCCNCC(C)c3ccccc3)n2)cc1C (configuration not stated)
    -0.5, -3.1, 2, -4, 3, 3, 8, -8, 8, -4
20. COC(=O)C1=C(O)/C(=C\c2ccc(CNS(=O)(=O)c3ccc(Cl)cc3)o2)N=C1C
    1.2, 1.1, -1, -1, 0, 37*, -22, 8, -12, -3
21. C=CCn1c(SCc2cccc(C#N)c2)nnc1-c1ccccc1O
    -0.2, 1.7, 3, -12, 1, 1, -6, -2, 2, -3
22. Cc1cc2cc3c(cc2nc1SCC(=O)Nc1nc(C)c(C)s1)OCO3
    -0.3, 1.6, 2, -9, 2, 0, 6, 8, -3, -5
23. Cc1ccc(C(=O)NNC(=O)CSc2nnc(-c3ccncc3)n2C)cc1
    -0.1, -2.3, 2, 1, 2, -1, 6, 2, 9, 8
24. CC(OC(=O)Cn1cnc2c1c(=O)n(C)c(=O)n2C)C(=O)c1ccccc1 (configuration not stated)
    -0.4, 0.1, -9, -12, -3, 0, 6, -1, -4, 1
25. COc1cc(C)ccc1OCc1cc(C(=O)N2C[C@H]3CC[C@H]2C3)no1
    0.3, 0.1, 1, 1, 4, -4, 2, 0, -3, 3
26. O=[N+]([O-])c1cc(C(F)(F)F)ccc1NC1CCN(Cc2ccccc2)C1 (configuration not stated)
    -0.2, -1.1, 10, -1, -4, -5, 0, -13, 12, 1
27. CCOC(=O)C1=C(C)NC(=O)NC1c1ccc(-c2ccc(F)cc2)o1 (configuration not stated)
    -1.0, 2.6, -4, -6, -5, 0, -10, 9, -4, -3
28. CCn1cc(C(=O)NCc2ccco2)c(=O)c2cc(S(=O)(=O)N3CCCC3)ccc21
    0.8, 1.5, -5, 2, 4, 0, -1, 8, 18, -1
29. C[C@@H]1CN([C@@H](C)CO)C(=O)CCCn2nncc2CO[C@H]1CN(C)CC1CCCCC1
    0.3, ., 0, -11, 1, -1, 5, -4, 6, 2
30. O=C(c1cccc(S(=O)(=O)N2CCOCC2)c1)N(Cc1nnc(-c2ccccc2Cl)o1)C1CC1
    0.8, 2.7, 2, 7, -1, 3, -6, 2, 0, 5
31. Cc1nc2ncnn2c(N2CCC(C(=O)NC3CCCC3)CC2)c1Cc1ccccc1
    0.2, 3.4, 0, 2, 0, -8, 0, -1, -11, 0
32. O=C(CCCCC(=O)Nc1ccc(F)cc1)Nc1ccc(F)cc1
    0.2, -0.4, -1, 1, -1, -2, 4, -6, 8, -4
33. S=c1nc(C2CCCCC2)[nH]c2ccccc12
    -0.2, 3.3, -2, -7, 6, 2, 7, 2, 7, 0
34. COCCCN=CC1=C(O)CC(c2ccccc2)CC1=O (configuration not stated)
    0.4, -2.6, 4, 4, 4, -5, -1, -7, 8, 3
35. CCCn1c(CCNC(=O)c2ccco2)nc2ccccc21
    -0.5, -0.6, -5, 0, -3, -5, 2, 4, -2, 1
36. CC(C)(C)c1ccc(NC(=O)COC(=O)C2=COCCO2)cc1
    -0.2, 0.5, -1, 2, 3, -1, -17, 1, -13, 5
37. CCN(CC)S(=O)(=O)c1ccc2oc(SCC(=O)NCc3ccccc3)nc2c1
    -0.4, -3.2, 1, 1, 4, 2, -10, 8, -8, 0
38. Nc1cccc(Oc2ccc3c(c2)C(=O)NC3=O)c1
    -0.4, 0.1, 3, 4, 0, 6, 5, -2, 12, 0
39. CCCCCCSc1cc(-c2nc3cc(C)ccn3c2NC2CCCCC2)ccc1OC
    -92, 1.0, 2, -74, 8, -5, 8, 5, 13, 3
40. O=C(COc1ccc(S(=O)(=O)N2CCOCC2)cc1Cl)N1CCCC1
    0.3, -1.0, 7, 7, 1, 7, 2, 14, -1, 5
41. O=C(COC(=O)COc1cccc(F)c1)NCC1CCCCC1
    0.0, 2.2, 11, -3, -2, -3, 1, -4, 6, -3
42. O=[N+]([O-])c1ccc(-c2nnc(-c3ccccc3)c(N3CCOCC3)n2)cc1
    0.3, -1.3, 4, 4, 2, -6, 5, -4, 10, -12
43. C#CCOc1ccc(/C=N/NC(=O)c2cccnc2)cc1OCC
    -0.6, 3.0, 7, 7, ., 1, 1, -7, -6, .
44. CSc1nc(-c2ccccc2)nc(SC)c1C(C)=O
    0.0, 2.0, 6, 0, -4, 1, 3, 0, 4, -1
45. CCCC(=O)n1nc(-c2cccnc2)nc1NCc1ccccc1
    -0.4, -1.0, 0, -1, 4, -6, 2, 14, -5, 3
46. Cc1ccccc1Cn1ccc(NC(=O)c2nn3cccnc3c2Cl)n1
    -0.3, 3.5, 2, -10, 1, 0, 0, 4, -20, -1
47. O=C(O)/C=C/C(=O)Nc1ccc(OCc2ccccc2)cc1
    -0.3, -0.8, 1, 4, 2, 3, 3, -4, 9, -2
48. NC1=NC(c2cn[nH]c2-c2ccc(F)cc2)n2c(nc3ccccc32)N1 (configuration not stated)
    0.3, ., -2, -3, 3, 2, -12, 4, -10, 4
49. COCCn1c(-c2cccc(Br)c2)nc2c(c(=O)c3ccccc3n2C)c1=O
    0.8, 1.1, 10, -9, -1, -1, -4, -2, -11, -4
50. CCN(Cc1ccccc1)C(=O)c1oc2ccc(S(=O)(=O)N3CCOCC3)cc2c1C
    -0.1, 0.2, 4, 8, 1, -3, -17, -12, 5, 5
51. COC(=O)c1ccc(CNC(=O)COC(=O)C2CC3C=CC2C3)cc1 (configuration not stated)
    0.6, 2.4, -2, 15, 0, -6, 7, -1, -4, 0
52. CN(C)c1cccc(C(=O)NNC(=S)NC2CC3CCC2C3)c1 (configuration not stated)
    0.4, 3.5, 1, -25, -1, 3, 20*, 6, -5, 0

Retrieved one by one from the list above (2):
Values run as follows: KLK7 zymogen act, FXN GAA850 act, Tn6 DDE FP, ADAM10 inh, NPR1 activator, rCAG binder, HGIII-sPLA2 inh, ARFGAP1 inh, ASAP1 inh, GC-B act
47. O=C(O)/C=C/C(=O)Nc1ccc(OCc2ccccc2)cc1
    -0.3, -0.8, 1, 4, 2, 3, 3, -4, 9, -2
37. CCN(CC)S(=O)(=O)c1ccc2oc(SCC(=O)NCc3ccccc3)nc2c1
    -0.4, -3.2, 1, 1, 4, 2, -10, 8, -8, 0
